ERb SRC1 inh – ER-beta (human) coactivator binding inhibition. Q92731. TR-FRET ER-beta LBD / SRC1-Cy5 peptide binding; receptor agonist-loaded with 1 µM estradiol. inhibition, % at 25.6 µM. 1.3% of 86,000 active. AID 633;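 active means compounds whose percent inhibition of the receptor-coactivator binding signal exceeds about 50% in the single-dose screen, limit read from the data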;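 further: 0% = receptor plus peptide wells without compound and 100% = peptide-only wells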
MT1-MMP txn act – activates MT1-MMP transcription; HT1080 MT1-MMP promoter luciferase reporter, luminescence, overnight; active compounds read high; activation factor at 10 µM; 0.16% of 86,000 active; AID 750;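 active means activation factor of at least 2 for MT1-MMP transcription at 10 µM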
HUVEC prolif 384 – blocks proliferation of human endothelial cells; viability, % at 10 µM (by protocol); HUVEC proliferation, CellTiter-Glo luminescence, 72 h; active compounds read low; 1.1% of 86,000 active;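 active means viability at or below 30%; inactive means viability above 30%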;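 further: 100% = median luminescence of DMSO-only cell control wells on each plate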
CD11b adhes enh – increases human CD11b/CD18 adhesion to fibrinogen. activation, % at 10 µM. 0.07% of 93,000 active. K562 CD11b/CD18 adhesion to fibrinogen, ATPlite luminescence. AID 1499;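 active means 10 µM primary screen giving 50% or more activity, confirmed by 40% or more on retest at that dose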; further: strong numbers were not always called active
ERa coact pot – ER-alpha (human) coactivator binding potentiation; P03372; TR-FRET ERalpha-LBD/SRC-Cy5 coactivator binding, 2 h; 100 = basal binding, no effect; coactivator binding (% of control), % at 25.6 µM; 1.3% of 86,000 active; in the data active means activity above about 200%;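 further: binding measured in presence of low estradiol as agonist stimulus; 0% = peptide alone without receptor and 100% = receptor with peptide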
Target sequence (P03372 whole entry, looked up, the tested form may be a part): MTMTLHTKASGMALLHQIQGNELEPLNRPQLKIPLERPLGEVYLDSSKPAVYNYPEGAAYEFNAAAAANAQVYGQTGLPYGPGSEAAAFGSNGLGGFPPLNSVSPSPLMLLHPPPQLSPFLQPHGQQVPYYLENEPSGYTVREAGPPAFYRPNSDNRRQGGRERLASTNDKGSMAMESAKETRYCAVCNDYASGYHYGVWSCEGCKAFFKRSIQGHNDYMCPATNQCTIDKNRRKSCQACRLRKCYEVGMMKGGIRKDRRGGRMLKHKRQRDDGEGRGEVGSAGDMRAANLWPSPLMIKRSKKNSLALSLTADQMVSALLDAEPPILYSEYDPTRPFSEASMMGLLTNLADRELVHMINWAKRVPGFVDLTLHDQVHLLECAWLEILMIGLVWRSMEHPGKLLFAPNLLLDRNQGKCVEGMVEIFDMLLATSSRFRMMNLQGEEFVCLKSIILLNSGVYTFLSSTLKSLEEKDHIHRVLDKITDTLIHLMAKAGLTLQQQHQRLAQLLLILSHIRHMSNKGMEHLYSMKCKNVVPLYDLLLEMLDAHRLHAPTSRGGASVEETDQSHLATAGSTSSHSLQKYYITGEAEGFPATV
H69AR inhibit – growth inhibitors of human H69AR lung tumor cells; H69AR lung tumor viability, ATP luminescence, 72 h; active compounds read low; 6% of 85,000 active; viability, % at 10 µM; AID 598;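 active means viability at or below 40%; inactive means viability above 40%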;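 further: multidrug resistant small cell line overexpressing MRP-1 efflux transporter; 100% = mean luminescence of untreated control wells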
ERa SRC1 inh – blocks coactivator binding to human estrogen receptor alpha; TR-FRET ER-alpha LBD / SRC-1 peptide, estradiol-bound; inhibition, % at 25.6 µM; 1.7% of 86,000 active; P03372; AID 629; in the data active means inhibition above about 50%;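 further: 0% = receptor plus peptide control and 100% = peptide only without receptor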
Smad3 FoxH1 inh – blocks human Smad3 binding to FoxH1 peptide. 0.29% of 88,000 active. AID 630. P84022. TR-FRET Smad3/Dy647-FoxH1 peptide binding, europium anti-His. inhibition, % at 25 µM;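 active means compounds that reduce the energy-transfer binding signal between the protein and its labelled peptide by more than half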;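 further: 0% = Smad3 plus labelled peptide maximal FRET and 100% = peptide-only background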
Target sequence (P84022 whole entry, looked up): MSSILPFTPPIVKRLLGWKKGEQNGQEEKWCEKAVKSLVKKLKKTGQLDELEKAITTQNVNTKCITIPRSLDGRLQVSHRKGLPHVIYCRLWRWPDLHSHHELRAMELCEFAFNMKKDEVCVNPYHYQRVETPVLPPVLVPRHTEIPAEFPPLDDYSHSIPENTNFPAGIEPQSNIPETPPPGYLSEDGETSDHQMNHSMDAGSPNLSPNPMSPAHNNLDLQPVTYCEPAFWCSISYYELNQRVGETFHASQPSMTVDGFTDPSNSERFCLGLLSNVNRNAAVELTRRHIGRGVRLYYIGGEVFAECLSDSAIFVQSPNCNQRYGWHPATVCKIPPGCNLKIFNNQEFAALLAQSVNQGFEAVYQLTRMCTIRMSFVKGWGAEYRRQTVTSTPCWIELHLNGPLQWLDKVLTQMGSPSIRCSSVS
Fibroblast inh – blocks proliferation of human lung fibroblasts. AID 719. LL 47 human lung fibroblast viability, ATP luminescence; active compounds read low. 1.1% of 85,000 active. viability, % at 10 µM;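 active means viability at or below 50% in the single dose screen; inactive means viability above 50%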;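 further: compound exposure lasted 72 h before the ATP readout; 100% = median luminescence of untreated cell-only wells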
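Test system: LL 47 human lung fibroblasts; Quantity: 1,150 cells/well; Buffer or medium: IMEM plus 15% FBS; Dosing: tenfold compound dosing solution, DMSO at 0.1%; Timing: overnight cell rest, 72 h compound treatment at 37 °C; Detection: ATP-based CellTiter-Glo luminescent readout; Read-out basis: viability percentage against median untreated-cell control; Controls: cell-only wells, no compound.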
* = called active by the depositor; / = not tested or not shown; [ ] = remark or other dose. The list is partial; the hit share may differ from the screen's.

SMILES,Smad3 FoxH1 inh,CD11b adhes enh,Fibroblast inh,ERa SRC1 inh,MT1-MMP txn act,H69AR inhibit,ERa coact pot,ERb SRC1 inh,HUVEC prolif 384
O=C(/C=C/c1ccccc1)NC(=S)NNC(=O)Cc1cccs1,-24,/,100,4,1.1,50,102,-1[fluorescence artefact?],71
CCCc1ccc(C(=O)N2CCN(c3ccccc3OCC)CC2)cc1,4,0,98,-9,1.3,81,92,-21,103
COc1cccc(C2CC(c3c(-c4ccccc4)c4cc(Cl)ccc4[nH]c3=O)=NN2S(C)(=O)=O)c1OC (centres undefined),4,0,91,7[fluorescence artefact?],1.1,22*,131,8[fluorescence artefact?],56
CCCCOc1ccc(-c2ncc(C(=O)OCC)c(N)n2)cc1,7,-2,101,1,1.3,100,108,-5,108
Cc1ccc(NC(=O)CCC(=O)NCCO)cc1,6,-2,98,-1,1.1,95,96,-6,95
O=C(O)C1C2C=CC(C2)C1C(=O)NCCC1=CCCCC1 (centres undefined),-16,0,108,-3,1.2,107,124,-9,103
COc1ccccc1N1CC(C(=O)Nc2cccc(C(=O)O)c2)CC1=O (centres undefined),-3,1,104,-6,1,100,93,-1,107
NS(=O)(=O)c1ccc(CCNC(=O)C2CCCCN2S(=O)(=O)c2ccccc2)cc1 (centres undefined),-2,0,93,2,1.2,95,140,-3,95
Cc1csc(Sc2nc3c(c(=O)[nH]c(=O)n3C)n2Cc2ccccc2Cl)n1,-1,-3,91,-4,1,69,129,-2,90
O=C(CCSc1nc(-c2ccco2)cc(C(F)(F)F)n1)N1CCN(c2ccccc2)CC1,-5,10,96,-35[fluorescence artefact?],1,64,99[fluorescence artefact?],-13,68
O=C(NCCCc1ccccc1)c1ccncc1,-2,0,106,-6,1.2,102,102,9[fluorescence artefact?],85
COc1ccccc1-c1nnc2sc(COc3ccc(Cl)cc3)nn12,-5,0,106,3,0.9,97,108[fluorescence artefact?],0,91
CCc1c(C)[nH]c(=S)c(C#N)c1C,9,-6,/,-8,1,92,78,-18,98
Cc1c(NC(=O)C(C)NCC2CCCO2)c(=O)n(-c2ccccc2)n1C (centres undefined),-11,3,104,-8,1.1,93,90,-5,104
COc1ccccc1-n1c(SCC(=O)Nc2ccc(C)cc2)nc(O)cc1=O,-2,-1,101,3[fluorescence artefact?],1.1,120,106,9[fluorescence artefact?],89
C=CCn1c(SCC(=O)NC2CCS(=O)(=O)C2)nc2scc(C3CC3)c2c1=O (centres undefined),10,-4,101,24,1,105,86,22,89
COCCNC(=O)C(=O)NCCN1CCOCC1,11[fluorescence artefact?],/,103,-2,1.1,98,95,0,101
O=C1C=C(NCc2ccco2)CCC1,5[fluorescence artefact?],-3,96,-7,1,102,97[fluorescence artefact?],-7,110
O=C(CSc1nnc(CNC(=O)c2cccs2)o1)Nc1cccc(C(F)(F)F)c1,3,1,92,-2,1.2,91,108,-3,88
COc1ccc(C)cc1NC(=O)c1cc2cc3ccc(C)cc3nc2o1,-2,/,/,40,1.2,105,209*,-20[fluorescence artefact?],112
CCc1nnc(NS(=O)(=O)c2ccc(NC(=O)OC)cc2)s1,0,0,102,-2,1.1,91,113,-5,93
CC1(c2ccccc2Cl)NC(=O)N(CC(=O)NC(=O)NCc2ccco2)C1=O (centres undefined),9,-3,99,10,1.1,93,112,11[fluorescence artefact?],91
O=C(Nc1ccc(N2CCCC2)cc1)c1ccccc1F,10,/,96,96*[fluorescence artefact?],/,47,17[fluorescence artefact?],80*[fluorescence artefact?],74
CCOC(=O)c1c(C)sc(Sc2ccc(Cl)cc2[N+](=O)[O-])c1OC,-1,0,88,-6,1.1,72,85,2,117
CC(=O)COc1cc(C)cc2oc(=O)c(C)c(C)c12,1,-8,98,2,/,74,90,-13,82
Cc1ccc(OCc2nc(C#N)c(NCCCn3ccnc3)o2)cc1,-13,-7,101,-6,1.1,100,92,-5[fluorescence artefact?],90
c1ccc2c(c1)NC1(CCCC1)n1c-2nc2ccccc21,6,-3,/,2,1.7,96,93[fluorescence artefact?],-3,93
Cc1nc(NC2=NCN(CCCN3CCOCC3)CN2)nc2c(C)cccc12,2,-1,28*,-2,/,2.3*,99,3,45
CCn1c(SCC(=O)C(C)(C)C)nnc1-c1cnccn1,8,/,102,-4,1.2,90,105[fluorescence artefact?],-7,97
CCOC(=O)NC1(C(F)(F)F)NC(=O)N(Cc2ccco2)C1=O (centres undefined),-2,0,106,0,1,103,106,4,101
CC1CCCC(NC(=O)C2CCN(S(=O)(=O)N3CCOCC3)CC2)C1C (centres undefined),3,-1,106,-6,1.1,91,126,1,100
COc1ccc2c(CSc3nc4nc(C)cc(C)n4n3)cc(=O)oc2c1,6,-1,/,5,1.1,77,91,12,95
O=C(NCCCN1CCOCC1)c1cc2c(s1)CSC2,-8,/,111,1,1.1,99,75,7,102
COc1ccc(C(=O)NCC23C=CC(O2)C2C(=O)N(Cc4ccccc4)C(=O)C23)cc1 (centres undefined),10,1,104,-3,1,86,85,5,100
O=C(CCN1C(=O)c2ccccc2C1=O)Nc1ccc2c(c1)OCCO2,11[fluorescence artefact?],-3,106,-17[fluorescence artefact?],1,100,117[fluorescence artefact?],-27[fluorescence artefact?],106
COc1ccc(NS(=O)(=O)c2cccc3nonc23)c(OC)c1,/,/,111,/,1.1,76,/,/,82
CC(NC(=O)OCc1ccccc1)C(=O)N1CC(O)CC1C(=O)O (centres undefined),-7,-2,99,-4,1.1,94,120,4,102
COc1ccccc1N(CC(=O)NC(C)(C)C)C(=O)C1CSC(=O)C1 (centres undefined),2,/,107,-10,1.3,100,120[fluorescence artefact?],-6,95
c1ccc(-n2nnc3cnccc32)cc1,-3,-3,99,-1,1.3,82,100,-1,99
c1ccc(OCCCc2nc(-c3ccncc3)no2)cc1,1,2,100,6,1,101,90,1,98
CCn1c(-c2cc(Br)ccc2O)n[nH]c1=S,-2,/,86,-7,1,99,77,8[fluorescence artefact?],98
CC(C)CN1C(=O)c2ccc(NC(=O)c3ccccc3F)cc2C1=O,13,-4,98,15,1.1,87,105[fluorescence artefact?],-4,87
O=C(CSc1ncn[nH]1)Nc1cccc2ccccc12,-22,1,111,-1,1.1,72,106,-5,92
C=CCn1c(SCC(=O)Nc2ccccc2OC)nnc1-c1ccccn1,6,/,95,1[fluorescence artefact?],1.1,98,108[fluorescence artefact?],3,85
O=C(Oc1ccccc1)c1cccc(N2C(=O)CCC2=O)c1,11[fluorescence artefact?],-6,100,-5,1.1,110,117,6[fluorescence artefact?],97
CCCn1c(Cc2ccccc2)nnc1SCC(=O)N1CCOCC1,17,-2,99,-6,1,93,101,-5,106
CCCC12CN3CC(C)(CN(C1)C31CCCCC1)C2=O,7,-1,99,3[fluorescence artefact?],/,91,110,1[fluorescence artefact?],89
O=C(Cn1nnc(-c2ccccc2NC(=O)c2ccco2)n1)NC1CCCCC1,-14[fluorescence artefact?],-2,88,47[fluorescence artefact?],1.1,82,288*[fluorescence artefact?],21[fluorescence artefact?],95
O=C(CSc1nnc(Cc2ccccc2)o1)NC1CC2CCC1C2 (centres undefined),-2,2,99,-30,1.2,95,95,-18[fluorescence artefact?],93
CN1CCN(c2ccc(Cl)cc2NC(=O)c2ccc(S(=O)(=O)N3CCCCCC3)cc2)CC1,-2,0,89,-7,1.1,2.5*,94,6,35
COc1ccccc1CNC(=O)C[n+]1ccccc1,5,-1,101,2,1.3,98,107,-1,101
CCCN1C(=O)c2ccc(C(=O)Nc3cc(C)on3)cc2C1=O,3,2,98,-7,1.1,121,107[fluorescence artefact?],-4,101
Cc1cc2c(c(=O)n1Cc1ccco1)C(c1ccccc1)C(C#N)=C(N)O2 (centres undefined),-21,4,107,-11,1,70,92,-16,103
CC(C)c1ccc(NC(=O)c2cnn(-c3ccccc3)c2NC(=O)c2ccco2)cc1,-11,9,98,10,1.1,60,125,14,94
COC(=O)c1cc2sc(Cl)cc2n1CC(=O)N1CCCc2ccccc21,-6,/,94,11,1,78,99,19[fluorescence artefact?],85
COc1ccc(S(=O)(=O)NCc2ccc3c(c2)OCO3)cc1C(=O)O,-1,/,104,10,1.1,98,98,17[fluorescence artefact?],107
Nc1nc(C2CCCCC2)cs1,4,-5,99,-1,1.1,97,93,-4,95
COc1cccc(NC=C2C(=O)OC(C)(C)OC2=O)c1,1,-2,98,-6,1.3,100,100,4,76
CC1(C)OC(=O)C(=CNc2cccc(C(=O)O)c2)C(=O)O1,-10,-1,94,6,1.2,94,84,8[fluorescence artefact?],101
CCc1ccc2nc(NC3=NCN(CCOC)CN3)nc(C)c2c1,-1,/,81,-7,1,82,129,-8,94

New compounds follow
SMILES,Smad3 FoxH1 inh,CD11b adhes enh,Fibroblast inh,ERa SRC1 inh,MT1-MMP txn act,H69AR inhibit,ERa coact pot,ERb SRC1 inh,HUVEC prolif 384
CSc1[nH]c(=O)c(C(=O)O)cc1C#N,-3,6,105,3[fluorescence artefact?],1.2,89,95,3[fluorescence artefact?],96
O=C1C2C3C=CC(C3)C2C(=O)N1CCN1CCN(S(=O)(=O)c2ccc3ccccc3c2)CC1 (centres undefined),-4,0,97,-19,1.2,72,114,-27[fluorescence artefact?],105
CCCCn1c(SC(C)C(N)=O)nc2cc(C(=O)OC)ccc2c1=O (centres undefined),1,/,104,3,1.2,46,83,-2,103
CCCn1c(C)nc2c(c1=O)c1nc3ccccc3nc1n2CCc1ccccc1,4,/,103,53*,1,80,141[fluorescence artefact?],33[fluorescence artefact?],109
Cc1ccc(N2CCN(C(=O)N3CCCC3)CC2)cc1C,-3,0,99,-12,1.1,92,100,-10,97
CCN(CCNC(=O)C1CCN(S(C)(=O)=O)CC1)c1ccccc1,1,-6,98,2,1.1,96,104,0,96
Cc1ccc(SCC(=O)N2CCc3ccccc32)cc1,-11,/,99,-12,1.3,114,91,-12,101
COc1ccc(CCNc2nnc(C)c(=O)[nH]2)cc1OC,-6,-1,107,5,0.9,95,98,6,105
O=C(c1nn(Cc2ccccc2)c(=O)c2ccccc12)N1CCc2ccccc2C1,-9,1,97,-13,1.1,72,81,-8,93
CCC(Cc1ccccc1)NC(=O)CSc1ccsc1[N+](=O)[O-] (centres undefined),-4,-7,99,-3,1.1,69,110,-2,111
CCn1c(=O)c2c(nc(SCc3ccccn3)n2C)n(C)c1=O,5,0,98,17,1.1,79,108,4,101
O=C(Cc1cn2ccsc2n1)Nc1nc2c(s1)CCCC2,6,-1,102,-6,1.1,104,99,-2,104

Reprinted from above for reference:
SMILES,Smad3 FoxH1 inh,CD11b adhes enh,Fibroblast inh,ERa SRC1 inh,MT1-MMP txn act,H69AR inhibit,ERa coact pot,ERb SRC1 inh,HUVEC prolif 384
CCC(Cc1ccccc1)NC(=O)CSc1ccsc1[N+](=O)[O-] (centres undefined),-4,-7,99,-3,1.1,69,110,-2,111
CCn1c(=O)c2c(nc(SCc3ccccn3)n2C)n(C)c1=O,5,0,98,17,1.1,79,108,4,101
O=C(Cc1cn2ccsc2n1)Nc1nc2c(s1)CCCC2,6,-1,102,-6,1.1,104,99,-2,104
